HT1080NT lethal – qHTS for induction of synthetic lethality in tumor cells producing 2HG: qHTS for the HT-1080-NT fibrosarcoma cell line; AID 686970, 2013; Potency, µM (series often up to 46.1 µM), for inactives: top-dose activity, negative = less viability, usual class: cytotoxic; HT-1080-NT fibrosarcoma viability, CellTiter-Glo ATP luminescence, 48 h; hit rate 1.6% among 360,000;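 further: NT is the 2HG producing partner of a matched IDH1 knockdown line; 0% = DMSO-treated cells and -100% = media-only wells without cells; nearly all actives have a fitted effect of over 55% in size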
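Fibrosarcoma NT cells, 750 per well in 5% FBS RPMI, were exposed to compound for 48 hours. Viability: CellTiter-Glo luminescence.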
GLP-1R inv ag – qHTS of GLP-1 Receptor Inverse Agonists (Inhibition Mode). AID 624417, 2012. HEK293 GLP-1R CRE-luciferase, luminescence, 24 h; GLP-1R form is constitutively active. hit rate 1.6% among 410,000. Potency, µM (series often up to 38.3 µM), without a hit: at the top dose activity change, negative = inhibition, actives largely listed as inhibitors; further: on the % scale 0 is the no-effect control and ±100 the full control effect; nearly all actives have a fitted effect of over 55% in size
Target sequence (P43220 whole entry, looked up): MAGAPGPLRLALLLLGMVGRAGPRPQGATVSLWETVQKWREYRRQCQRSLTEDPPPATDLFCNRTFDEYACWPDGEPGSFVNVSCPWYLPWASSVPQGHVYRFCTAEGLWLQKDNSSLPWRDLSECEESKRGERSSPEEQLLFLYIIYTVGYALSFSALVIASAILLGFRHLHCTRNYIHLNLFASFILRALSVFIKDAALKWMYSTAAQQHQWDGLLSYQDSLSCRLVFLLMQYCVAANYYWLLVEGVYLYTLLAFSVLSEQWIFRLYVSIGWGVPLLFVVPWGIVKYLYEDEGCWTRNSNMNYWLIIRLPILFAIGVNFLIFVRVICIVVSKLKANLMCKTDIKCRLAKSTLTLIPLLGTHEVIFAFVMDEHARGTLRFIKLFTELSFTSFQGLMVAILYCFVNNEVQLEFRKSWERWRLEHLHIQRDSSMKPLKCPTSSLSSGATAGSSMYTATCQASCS
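Inverse agonism was detected as reduced cAMP-driven luciferase luminescence after 24 h compound treatment. The cells were HEK293 clones expressing constitutively active human GLP-1R with the reporter. Reporter-only and GPR119 cell lines served as counterscreen controls.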
KB-3-1 tox – qHTS assay for MDR1-selective chemotherapeutics: Primary screen using the parental adenocarcinoma cell KB-3-1 | KB-3-1 viability, CellTiter-Glo ATP luminescence, 72 h | Potency, µM (doses to about 46.1 µM), without a hit: at the top dose activity change, negative = cytotoxic, most hits filed as cytotoxic | hit rate 1.4% among 400,000 | AID 1347075, 2019; further: on the % scale 0 is the no-effect control and ±100 the full control effect; nearly all actives have a fitted effect of over 60% in size
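72 h, 37 °C compound treatment of KB-3-1 parental cells; CellTiter-Glo added, 10 min, luminescence read. Data corrected against DMSO-only plates and normalized before curve fitting.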
SW480 rerep – A quantitative high throughput screen for small molecules that induce DNA re-replication in SW480 colon adenocarcinoma cells; SW480 DNA re-replication, Hoechst DNA content imaging, 48 h; Potency, µM (highest dose often 46.1 µM), for the others: at the highest dose re-replication activation, hits mostly activators; hit rate 1.8% among 340,000; AID 624297, 2012; further: % of control where 0% means no effect; nearly all actives have a fitted effect of over 55% in size
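Hoechst fluorescence of nuclei (405 nm excitation, 500-530 nm emission) measured by plate-scanning imager after 48 hr compound exposure at 37 C; re-replication scored as increased number of nuclei with elevated intensity.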
TDP-43 yeast inh – qHTS of TDP-43 Inhibitors; AID 652104, 2013; Potency, µM (titrated, usually from 46.1 µM), for inactives: at the highest dose growth rescue (activation), most hits filed as activators; TDP-43 expressing yeast growth rescue, BacTiter-Glo, 24 h; hit rate 1.8% among 410,000; further: % of control where 0% means no effect; nearly all actives have a fitted effect of over 50% in size
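Yeast cells expressing TDP-43 under galactose induction are exposed to compounds for 24 hr at 30 deg C. BacTiter-Glo luminescence measures growth, so protective compounds score as activators.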
HEK293 tox – qHTS of GLP-1 Receptor Inverse Agonists: Cytotox Screen; hit rate 0.13% among 410,000; HEK293 cAMP-luciferase reporter cells, luminescence, 24 h; Potency, µM (highest dose often 38.3 µM), for inactives: at the top dose activity change, negative = inhibition, usual class: inhibitors; AID 624418, 2012;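 further: loss of luciferase light is scored as toxicity; on the % scale 0 is the no-effect control and ±100 the full control effect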
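1536-well qHTS counterscreen of the MLSMR; 200 cells/uL, 12 h pre-incubation, 23 nL cpd, 24 h at 37 deg C 5% CO2, luciferase detection reagent, 12 min RT, luminescence. Inhibition = undesired.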
HT1080 IDH1KD tx – qHTS for induction of synthetic lethality in tumor cells producing 2HG: qHTS for the HT-1080-IDH1KD cell line; HT-1080 IDH1 knockdown viability, ATP luminescence, 48 h; Potency, µM (titrated, usually from 46.1 µM), for inactives: at the top dose activity, negative = toxicity, most hits filed as cytotoxic; hit rate 2% among 360,000; AID 686971, 2013;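 further: 0% = DMSO wells and -100% = cell-free medium wells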
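Cytotoxicity counter-line: IDH1KD HT-1080, 48 h, CellTiter-Glo. Curves classed by r2, magnitude and activity.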
GLP-1R agonist – qHTS of GLP-1 Receptor Agonists; Glucagon-like peptide 1 receptor (Homo sapiens), P43220; HEK293 GLP-1R CRE-luciferase, luminescence, 4-6 h; cells express a hypersensitive GLP-1R form; Potency, µM (doses to about 45.6 µM), without a hit: top-dose activation, actives largely listed as activators; hit rate 0.007% among 380,000; AID 624172, 2012; further: % of control where 0% means no effect
KB-V1 cytotox – qHTS assay for MDR1-selective chemotherapeutics: Primary screen using the drug-selected MDR subline cells KB-V1 | KB-V1 MDR cells viability, CellTiter-Glo, 72 h | Potency, µM (titrated, usually from 46.1 µM), inactives show top-dose activity change, negative = cytotoxicity, actives largely listed as cytotoxic | hit rate 3.4% among 400,000; further: on the % scale 0 is the no-effect control and ±100 the full control effect; nearly all actives have a fitted effect of over 60% in size
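Cytotoxicity toward P-gp-expressing KB-V1 cells was determined as loss of CellTiter-Glo luminescence after 72 h at 37 degrees C. Compounds were tested in quantitative HTS format across a concentration range, with curves fitted to normalized data.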
Starred values were filed as active, the others as inactive; ? = inconclusive; / = not tested or not shown; & = joins results of further samples; [ ] = remark or other dose. The call rests on the fitted dose curve; in most records, active means well fitted curve in the direction sought with a large enough effect; inconclusive means small, poorly fitted or top-dose-only effect, or another doubt; inactive means no such curve, though single readings can be large; an effect the other way counts as inactive or inconclusive. Potency means the concentration at half of the fitted maximal effect.

nr | mol | HT1080NT lethal | GLP-1R inv ag | KB-3-1 tox | SW480 rerep | TDP-43 yeast inh
1 | Cc1ccc2c(c1)CCCN2C(=O)CSc1ccccc1 | 26% | ? | -26% | -14% | 18%
2 | O=[N+]([O-])c1cc(Br)c2c(c1)CCN2 | -6% | 5% | -8% | / | ?
3 | COc1cccc(C2=Cc3ccc(F)cc3C(CC(C)=O)N2c2ccc(C#CC3(O)CCCCC3)cc2)c1 (stereo not given) | ? | 5µM* | ? | / | 24%
4 | Cc1cc(C)cc(Oc2coc3cc(O)ccc3c2=O)c1 | -1% | -1% | 18% | -2% | -4%
5 | O=C(C=Cc1ccccc1F)c1ccccc1 | ? | -6% | -2% | / | 12%
6 | Cc1nnc(SCc2cc(=O)[nH]c(N3CCN(C)CC3)n2)s1 | 16% | -3% | 0% | 3% | 0%
7 | CSc1n[nH]c(-c2ccc(C(F)(F)F)cc2)n1 | 25% | 12% | -4% | 2% | 5%
8 | CCNC(=O)COn1c(SCC(=O)NCC)nc2ccccc2c1=O | -4% | -19% | 4% | 0% | 0%
9 | Cc1noc(C)c1S(=O)(=O)N(C)C[C@H]1Oc2ccc(NS(=O)(=O)c3cn(C)cn3)cc2C(=O)N([C@H](C)CO)C[C@@H]1C | -2% | 5% | 0% | ? | -6%
10 | COc1ccc(-c2cc(=O)c3cc(OCC(=O)OC(C)C)ccc3o2)cc1 | / | 11% | 7% | / | 11%
11 | COc1ccccc1NC(=O)c1ccc(NS(C)(=O)=O)cc1 | 1% | 46%[activator] | 6% | -2% | -14%
12 | CNC(=O)N(O)C1N(/N=C/c2ccccc2OC)C(=S)SC1(C)C (stereo not given) | 2% | 6% | 12% | 2% | 9%
13 | CN(CC1CCCO1)S(=O)(=O)c1ccc(C(=O)Nc2nnc(-c3ccccc3)o2)cc1 (stereo not given) | ? | -5% | ? | ? | 12%
14 | CCCN1CCCc2cc(CN(CCCN3CCOCC3)C(=O)Nc3ccc(OCC)cc3)ccc21 | 0% | ? | 5%&4% | -2% | 8%&-10%
15 | CC1CCCCC1NC(=O)COC(=O)CNC(=O)c1cccc(F)c1 (stereo not given) | 9% | 0% | 25% | -6% | -3%

nr | HEK293 tox | HT1080 IDH1KD tx | GLP-1R agonist | KB-V1 cytotox
1 | -11% | 8% | 17% | -5%
2 | -13% | -15% | 6% | -4%
3 | 5% | ? | 0% | ?
4 | -10% | 3% | 2% | ?
5 | -12% | ? | -1% | 1%
6 | -13% | 18% | -23% | 1%
7 | -2% | -22% | 3% | 2%
8 | -1% | 1% | -9% | ?
9 | 3% | 4% | -1% | 2%
10 | -4% | / | / | 9%
11 | 10% | 0% | -8% | 4%
12 | -7% | 0% | 2% | 8%
13 | -1% | ? | -3% | -28%
14 | -9%&-8% | -10% | 4% | 1%&-3%
15 | -1% | 14% | 4% | 3%

Full records, looked up by structure:
Results for CN(CC1CCCO1)S(=O)(=O)c1ccc(C(=O)Nc2nnc(-c3ccccc3)o2)cc1 (stereo not given) : HT1080NT lethal = ?; GLP-1R inv ag = -5%; KB-3-1 tox = ?; SW480 rerep = ?; TDP-43 yeast inh = 12%; HEK293 tox = -1%; HT1080 IDH1KD tx = ?; GLP-1R agonist = -3%; KB-V1 cytotox = -28%
Results for O=C(C=Cc1ccccc1F)c1ccccc1 : HT1080NT lethal = ?; GLP-1R inv ag = -6%; KB-3-1 tox = -2%; SW480 rerep = /; TDP-43 yeast inh = 12%; HEK293 tox = -12%; HT1080 IDH1KD tx = ?; GLP-1R agonist = -1%; KB-V1 cytotox = 1%

More results.
nr | mol | HT1080NT lethal | GLP-1R inv ag | KB-3-1 tox | SW480 rerep | TDP-43 yeast inh
16 | O=C(NCc1ccccc1)c1ccc(Cn2cc(C(F)(F)F)ccc2=O)cc1 | 2% | 1% | 11% | -10% | -5%
17 | CCC(C)[C@H](NC(=O)NCCCN1CCOCC1)C(=O)OC (stereo not given in full) | 14% | 8% | -18% | 0% | 0%
18 | Cc1cc(C(=O)COC(=O)c2ccncc2)c(C)n1CCc1ccc(F)cc1 | 20% | 3% | 1% | -53%[inhibitor] | ?
19 | COc1ccc(Nc2nc(=O)c3cc([N+](=O)[O-])ccc3s2)cc1 | ? | 9% | 29% | 9% | 9%
20 | CCOc1ccc(NC2=NCC(=O)N2CCc2ccccc2)cc1 | -1% | -26% | 13% | -6% | 2%
21 | Cc1cc(C)n(-c2ccc(C(=O)C(C#N)c3nc4ccccc4n3C)cc2)n1 (stereo not given) | 5% | 10% | 0% | -4% | -30%
22 | COc1ccccc1N(CN1CCCC1=O)C(=O)c1c(F)cccc1Cl | 9% | ? | -18% | -2% | 13%
23 | Nc1nnc(SCc2ccc3c(c2)OCO3)s1 | -13% | 25% | 16% | -7% | 10%
24 | COc1ccc(CNC(=O)C2CCN(C(=O)c3cnn(-c4ccccc4)c3-n3cccc3)CC2)cc1 | / | -41% | -20% | / | -8%
25 | COC(=O)C1C2CC3c4[nH]c5cc(OC)ccc5c4CCN3CC2CC(O)C1OC (stereo not given) | 1% | 1% | 0% | -2% | 17%
26 | CCOC(=O)C1=C(c2ccccc2)Nc2ncnn2C1c1cccc(OC)c1OC (stereo not given) | 4% | -2% | 9% | 2% | 0%
27 | CCN(CC)S(=O)(=O)c1ccc(/C=C/C(=O)OCC(=O)N(C(C)C)C(C)C)cc1 | 1% | 15% | 14% | -3% | -8%
28 | COCCn1c(SCC(=O)NNC(=O)c2cc(Cl)ccc2OC)nnc1-c1ccncc1 | -1% | -13% | -2% | -12% | 7%
29 | CC(=O)N1CCN(Cc2nc3cc(NC(=O)Nc4ccccc4)ccc3n2C)CC1 | 0% | 47%[activator] | 6% | 10% | 6%
30 | CN1CCC(=NNC(=O)CN(c2cccc(Cl)c2)S(C)(=O)=O)CC1 | -2% | -10% | -2% | 2% | 0%

nr | HEK293 tox | HT1080 IDH1KD tx | GLP-1R agonist | KB-V1 cytotox
16 | -5% | 2% | -2% | 13µM*
17 | 6% | -10% | -6% | 21%
18 | 3% | 8% | 0% | -11%
19 | 0% | 6% | -4% | 7%
20 | -1% | 4% | -1% | 9%
21 | -5% | -4% | 0% | -20%
22 | 2% | 1% | 5% | -27%
23 | 27% | -4% | -3% | 15%
24 | 3% | / | / | -5%
25 | 9% | -2% | -6% | -12%
26 | 6% | -9%[9.24 µM] | 3% | -17%
27 | 14% | 13% | 0% | 5%
28 | 2% | 0% | -4% | 26%
29 | -6% | 1% | 6% | 7%
30 | 19% | -1% | 15% | 3%

Results in SW480 rerep and KB-V1 cytotox, for three of the compounds above:
#	SMILES	SW480 rerep	KB-V1 cytotox
21	Cc1cc(C)n(-c2ccc(C(=O)C(C#N)c3nc4ccccc4n3C)cc2)n1 (stereo not given)	-4%	-20%
22	COc1ccccc1N(CN1CCCC1=O)C(=O)c1c(F)cccc1Cl	-2%	-27%
23	Nc1nnc(SCc2ccc3c(c2)OCO3)s1	-7%	15%

More entries:
nr | mol | HT1080NT lethal | GLP-1R inv ag | KB-3-1 tox | SW480 rerep | TDP-43 yeast inh
31 | CC(OC(=O)Cc1n[nH]c(=O)c2ccccc12)C(=O)Nc1ccccc1[N+](=O)[O-] (stereo not given) | 3% | 16% | -2% | -1% | 11%
32 | CC(C)C(=O)N1CCC1(C)C(=O)NCc1cc(Cl)ccc1F (stereo not given) | 1% | 20% | 0% | / | 10%
33 | COc1cc2oc(=O)c3c(c2cc1OCC(=O)c1c(C)n(C)c2ccccc12)CCCC3 | 20% | 10% | -12% | -1% | -10%
34 | CCOCCCNC(=O)C1(O)c2cc(Br)ccc2NC(=O)N1c1cccc(OC)c1 (stereo not given) | 2% | -19% | 16% | -9% | 2%
35 | Cc1cc(C)nc(SCc2n[nH]c(=S)n2C)n1 | 16% | 0% | -3% | -7% | 24%
36 | Nc1nc(-c2cc(Cl)cc(Cl)c2OC(F)F)cs1 | -2% | ? | 0% | 0% | 16µM*
37 | COc1ccc(C(=O)Nc2nnc(SCc3cc(=O)c4cc(C)cc(C)c4[nH]3)s2)cc1 | / | 10% | -2% | / | 3%
38 | Cc1cc(C(=O)CCC(=O)N2CCN(c3ccccc3F)CC2)c(C)s1 | 9% | ? | 3% | 37%[1.84 µM] | 0%
39 | COc1cccc(N2CCN(C(=O)c3ccc(CS(=O)Cc4ccc(Cl)cc4)o3)CC2)c1 (stereo not given) | -9% | ? | -9% | -2% | 7%
40 | CCOc1ccc(C2c3[nH]c4ccccc4c3C[C@H]3C(=O)N(C4CC4)CC(=O)N23)cc1OC (stereo not given in full) | -14% | 29% | 15% | -20% | 6%
41 | CN(C)c1ccc(/C=c2\sc3n(c2=O)CCCN=3)cc1 | -3% | ? | 2% | 0% | -9%
42 | COc1ccc(-c2noc(CN(C)S(=O)(=O)c3ccc(Cl)cc3)n2)cc1OC | -15% | ? | ? | -2% | -8%
43 | Cc1cc(-c2cc(-c3ccc(Cl)cc3)on2)nc(NC2CCCC2)n1 | 10% | 15% | -8% | 93% | 11%

nr | HEK293 tox | HT1080 IDH1KD tx | GLP-1R agonist | KB-V1 cytotox
31 | -5% | 3% | 16% | -21%
32 | 8% | 19% | -1% | -14%
33 | -19% | 19% | 3% | ?
34 | 5% | 1% | 7% | 9%
35 | -8% | 7% | 2% | 0%
36 | -1% | -1% | 9% | 0%
37 | 6% | / | / | 7%
38 | -29% | 13% | 5% | -2%
39 | -15% | -3% | 2% | 16µM*
40 | 4% | -4% | 4% | -4%
41 | 5% | -4% | -26% | -10%
42 | -9% | -27% | -10% | 7.3µM*
43 | 26% | 7% | -3% | -13%

Screening results from PubChem BioAssay.
